# Bim-Bcl-B – disrupts Bim peptide binding to human Bcl-B. inhibition, % at 10 µM. bead-based flow cytometry. 0.073% of 190,000 active;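 further: 0% = tracer peptide without compound and 100% = reference inhibitor peptide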
# Target sequence (Q9HD36 whole entry, looked up): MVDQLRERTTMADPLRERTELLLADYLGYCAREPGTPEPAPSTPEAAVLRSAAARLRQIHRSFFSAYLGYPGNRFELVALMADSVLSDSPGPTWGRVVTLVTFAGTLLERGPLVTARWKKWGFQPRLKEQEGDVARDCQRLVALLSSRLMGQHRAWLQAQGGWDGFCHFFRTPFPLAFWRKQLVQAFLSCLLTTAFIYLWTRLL
# Rab7 wt modul – dog Rab7 wildtype GTP binding, inhibitors and activators; GST-Rab7 beads, fluorescent GTP binding, flow cytometry; actives lie on both sides; untreated = 100%, excess cold GTP = 0%; GTP binding activity (percent of control), % at 10 µM; 0.055% of 190,000 active;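 active means fluorescent GTP binding to Rab7 beads changed by at least 20 points from the 100% baseline, either direction, mostly lower; inconclusive means compound itself probably fluorescent, or too few beads counted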;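 further: median green fluorescence of bound Bodipy-FL-GTP per Rab7 bead population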
# Rac1 wt modul – alters GTP binding to wildtype human Rac1; P63000; GST-Rac1 beads, fluorescent GTP binding, flow cytometry; actives lie on both sides; 0 = cold GTP competed, 100 = untreated; GTP binding activity (% of control), % at 10 µM; 0.27% of 190,000 active; AID 757;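 active means GTP binding activity at least 20 points away from the 100% control level, either lower or higher; inconclusive means compound flagged as likely green fluorescent, judged across all proteins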
# HRas wt GTP – human HRas wildtype GTP binding, change in either direction; GST-Ras wt beads, Bodipy-FL-GTP binding, flow cytometry; actives lie on both sides; AID 759; GTP binding activity, % at 10 µM; P01112; 0.14% of 190,000 active;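 active means GTP binding activity at least 20% away from the 100% baseline, either lowered as inhibitor or raised as activator; inconclusive means flagged as likely green fluorescent, judged across all proteins in the well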;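 further: 0% = unlabeled GTP competition control and 100% = no-compound control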
# Target sequence (P01112 whole entry, looked up): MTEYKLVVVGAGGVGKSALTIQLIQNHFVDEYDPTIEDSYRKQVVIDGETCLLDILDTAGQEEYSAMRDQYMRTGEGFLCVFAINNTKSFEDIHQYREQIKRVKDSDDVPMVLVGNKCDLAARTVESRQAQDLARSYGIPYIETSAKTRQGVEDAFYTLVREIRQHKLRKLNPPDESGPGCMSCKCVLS
# Cdc42 wt GTP – modulators (inhibitors or activators) of GTP binding to human Cdc42 wildtype; P60953; GST-Cdc42 beads, Bodipy-GTP binding, flow cytometry; actives lie on both sides; percent activity (GTP binding), % at 10 µM; 0.2% of 190,000 active; AID 761;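 active means percent activity GTP binding at least 20 points away from the 100% baseline, either down as inhibitor or up as activator; inconclusive means compound flagged as likely green fluorescent from well-wide comparison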;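 further: median bead fluorescence of bound Bodipy-FL-GTP at 100 nM; 0% = excess unlabeled GTP control and 100% = no compound control; below 100% means less GTP binding so inhibitor and above means activator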
# Target sequence (P60953 whole entry, looked up): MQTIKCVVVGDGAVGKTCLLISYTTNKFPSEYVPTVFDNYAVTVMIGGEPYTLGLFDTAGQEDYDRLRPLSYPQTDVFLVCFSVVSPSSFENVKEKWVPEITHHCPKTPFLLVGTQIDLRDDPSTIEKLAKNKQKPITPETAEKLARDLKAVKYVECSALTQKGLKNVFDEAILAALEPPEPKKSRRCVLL
# Bcl-W Bim block – inhibitors of Bim-Bcl-W interaction, human. Q92843. bead-based flow cytometry, Bim peptide-Bcl-W binding. inhibition, % at 10 µM. 0.02% of 190,000 active. AID 952;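 further: 0% = bound tracer without compound and 100% = peptide blocker; higher means less fluorescent Bim peptide bound to Bcl-W beads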
# Target sequence (Q92843 whole entry, looked up): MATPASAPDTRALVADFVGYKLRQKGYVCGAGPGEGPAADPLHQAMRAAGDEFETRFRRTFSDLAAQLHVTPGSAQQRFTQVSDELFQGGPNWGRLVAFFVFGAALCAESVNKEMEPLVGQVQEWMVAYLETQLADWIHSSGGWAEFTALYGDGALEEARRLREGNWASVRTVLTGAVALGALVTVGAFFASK
# Rac1 act GTP bind – human Rac1 activated mutant GTP binding change | P63000 | GST-Rac1 activated beads, fluorescent GTP binding, flow cytometry; actives lie on both sides; 100% means binding = to untreated wells | percent activity (GTP binding), % at 10 µM | 0.11% of 190,000 active;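 active means GTP binding at least 20 percentage points away from the 100% baseline, in either direction, so actives lie on both sides; inconclusive means Compound likely fluorescent itself, or too few beads counted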
# Rab2A wt mod – changes GTP binding to wildtype dog Rab2A, up or down. P61105. GST-Rab2 wt beads, Bodipy-GTP binding, flow cytometry. GTP binding activity, % at 10 µM. 0.19% of 190,000 active. AID 760;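 active means GTP binding activity at least 20 points away from 100%, either lowered or raised; inconclusive means signal likely due to the compound's own green fluorescence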;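 further: 0% = beads with excess unlabeled GTP and 100% = no-compound control corrected for plate trend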
# Bfl-1 Bim block – inhibitors of Bim-Bfl-1 interaction, human; 0.12% of 190,000 active; Q16548; Bead-based flow cytometry, Bim-Bfl-1 binding inhibition; inhibition, % at 10 µM;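 further: 0% = wells without compound plus tracer and 100% = blocker peptide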
# Bim-Bcl-2 – disrupts Bim peptide binding to human Bcl-2. inhibition, % at 10 µM. Bead-based flow cytometry, Bim peptide-Bcl-2 binding. P10415. 0.06% of 190,000 active; in the data active means inhibition above about 40%; inconclusive means no clear call, values can overlap the other calls;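 further: 0% = no compound wells with probe peptide and 100% = reference peptide inhibitor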
# Bcl-XL Bim block – inhibitors of Bim-Bcl-XL interaction, human. Bim peptide-Bcl-XL binding, bead flow cytometry, fluorescence. inhibition, % at 10 µM. 0.04% of 190,000 active
# Target sequence (Q07817 whole entry, looked up): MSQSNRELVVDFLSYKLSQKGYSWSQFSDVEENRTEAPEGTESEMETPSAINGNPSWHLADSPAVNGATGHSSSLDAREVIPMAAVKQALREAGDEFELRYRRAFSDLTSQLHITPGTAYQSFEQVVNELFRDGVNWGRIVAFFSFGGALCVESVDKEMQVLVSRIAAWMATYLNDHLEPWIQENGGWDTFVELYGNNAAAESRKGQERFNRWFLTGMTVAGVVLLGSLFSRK
# * hit, by the source's call; ? = inconclusive; . = no result given. Unless noted, no stated cut-off is given here; in the data, active means inhibition above about 40%.
SMILES,Bim-Bcl-B,Rab7 wt modul,Rac1 wt modul,HRas wt GTP,Cdc42 wt GTP,Bcl-W Bim block,Rac1 act GTP bind,Rab2A wt mod,Bfl-1 Bim block,Bim-Bcl-2,Bcl-XL Bim block
OC(COc1ccc2c(c1)OCO2)CN1CCc2ccccc2C1 (stereo not given),-7,99,103,101,102,0,100,100,-11,-10,-4
O=C(Nc1ccc(-c2ccc3nncn3n2)cc1)C1CCCCC1,0,97,101,99,97,0,97,97,-2,-3,0
O=C(/C=C/c1ccccc1)NC1CCS(=O)(=O)C1 (stereo not given),0,104,105,101,105,-3,103,102,2,0,-8
COC(=O)N/N=C/c1c(C)cc(C)cc1C,-7,100,101,99,101,-3,97,100,-1,-2,0
Cc1oc(CN2CCOCC2)cc1C(=O)O,-3,103,94,94,96,0,94,96,-5,0,-1
O=C(O)C12CC3CC(C1)CC(n1cnc(Cl)n1)(C3)C2,-2,105,104,104,103,0,97,103,0,2,-3
CC(=O)[C@@H]1[C@@H](C(=O)c2ccc(C)cc2)[C@]2(C(=O)Nc3ccccc32)[C@H]2C=Cc3cc(F)ccc3N12,13,100,101,98,102,14,99,99,16,8,17
Cc1cc(C)c(NC(=O)CCCOC(=O)C2=COCCO2)c(C)c1,1,100,98,97,97,-1,97,101,3,-2,-1
CC(C)NCCOCCOc1ccc(Cl)cc1Br,-1,105,104,105,104,0,104,103,0,-4,-1
CSc1ccc(/C=C/C(=O)OCC(=O)NC(C)C)cc1,-3,104,97,100,97,0,95,100,-5,-4,-3
O=S(=O)(c1cccc(F)c1)N1CCN(Cc2ccc3c(c2)OCO3)CC1,-9,101,100,97,98,0,98,98,-16,-10,0
O=C(NC(=S)NCc1cccnc1)c1ccc([N+](=O)[O-])cc1,-3,96,102,98,106,-3,96,105,-3,-4,-3
COc1cc(OC)c(C(=O)NCCCN2CCOCC2)cc1OC,-7,109,106,100,106,-4,100,100,-7,-6,-3
Cc1ccoc1C(=O)N1CCCC(CCC(=O)N2CCN(c3ccccn3)CC2)C1 (stereo not given),-3,102,101,100,99,0,96,96,-4,2,-1
Cc1cccc(NC(=O)CCNS(=O)(=O)c2cccc3nsnc23)c1,-8,100,106,102,105,-2,102,102,-7,-2,-6
Cc1ccc(C(=O)CNc2ccc(Br)cc2)cc1,0,98,100,101,99,-2,98,98,1,2,-1
O=C(c1ccccc1CCc1ccccc1)N1CCOCC1,-8,96,106,101,105,-4,99,101,-16,-11,-6
CN1/C(=C\C(=O)COC(=O)C2COc3ccccc3O2)C(C)(C)c2ccccc21 (stereo not given),4,94,98,94,94,7,94,94,4,5,-4
COc1ccc(/C=C/C(=O)c2cc(Br)ccc(=O)c2O)cc1,-7,86,84,88,81,20,78*,81,37,27,22
O=S(=O)(c1ccc(F)cc1)N1CCN(C(=S)NCc2ccco2)CC1,-9,99,103,102,99,-6,100,100,-3,-4,-11
Cc1ccc(-c2nnn(CC(=O)N(Cc3cccs3)C(C(=O)NC(C)(C)C)c3ccco3)n2)o1 (stereo not given),1,94,101,99,100,0,99,99,0,-3,-1
COc1cc(CNCCc2ccc(F)cc2)ccc1OCc1ccc(Cl)nc1,-10,100,100,99,97,1,96,98,-3,-1,0
O=C(O)CSCC(=O)N1CCN(S(=O)(=O)c2ccccc2)CC1,0,96,97,96,96,-4,95,96,-3,-3,-1
Cc1ccc(S(=O)(=O)c2nc(S(C)(=O)=O)sc2NCc2ccc3c(c2)OCO3)cc1,-7,96,104,99,101,-6,100,102,-3,-2,-12
CCCCC(CC)Cn1c(O)c(/C=C2\C=NN=C2c2ccccc2)sc1=S (stereo not given),-15,98,106,103,101,-4,103,100,-5,-10,-10

# Structural class, those above containing a Cl atom
SMILES,Bim-Bcl-B,Rab7 wt modul,Rac1 wt modul,HRas wt GTP,Cdc42 wt GTP,Bcl-W Bim block,Rac1 act GTP bind,Rab2A wt mod,Bfl-1 Bim block,Bim-Bcl-2,Bcl-XL Bim block
O=C(O)C12CC3CC(C1)CC(n1cnc(Cl)n1)(C3)C2,-2,105,104,104,103,0,97,103,0,2,-3
CC(C)NCCOCCOc1ccc(Cl)cc1Br,-1,105,104,105,104,0,104,103,0,-4,-1
COc1cc(CNCCc2ccc(F)cc2)ccc1OCc1ccc(Cl)nc1,-10,100,100,99,97,1,96,98,-3,-1,0

# 3 structures out of the list, ordered by length of the SMILES, descending.
SMILES,Bim-Bcl-B,Rab7 wt modul,Rac1 wt modul,HRas wt GTP,Cdc42 wt GTP,Bcl-W Bim block,Rac1 act GTP bind,Rab2A wt mod,Bfl-1 Bim block,Bim-Bcl-2,Bcl-XL Bim block
Cc1ccc(-c2nnn(CC(=O)N(Cc3cccs3)C(C(=O)NC(C)(C)C)c3ccco3)n2)o1 (stereo not given),1,94,101,99,100,0,99,99,0,-3,-1
OC(COc1ccc2c(c1)OCO2)CN1CCc2ccccc2C1 (stereo not given),-7,99,103,101,102,0,100,100,-11,-10,-4
COc1cc(OC)c(C(=O)NCCCN2CCOCC2)cc1OC,-7,109,106,100,106,-4,100,100,-7,-6,-3

# Records listed above marked active in Rac1 act GTP bind.
SMILES,Bim-Bcl-B,Rab7 wt modul,Rac1 wt modul,HRas wt GTP,Cdc42 wt GTP,Bcl-W Bim block,Rac1 act GTP bind,Rab2A wt mod,Bfl-1 Bim block,Bim-Bcl-2,Bcl-XL Bim block
COc1ccc(/C=C/C(=O)c2cc(Br)ccc(=O)c2O)cc1,-7,86,84,88,81,20,78*,81,37,27,22

# (listing goes on)
SMILES,Bim-Bcl-B,Rab7 wt modul,Rac1 wt modul,HRas wt GTP,Cdc42 wt GTP,Bcl-W Bim block,Rac1 act GTP bind,Rab2A wt mod,Bfl-1 Bim block,Bim-Bcl-2,Bcl-XL Bim block
CCOc1cc(C2C(C#N)=C(N)Oc3n[nH]c(CC)c32)ccc1OCCN1CCOCC1 (stereo not given),-6,100,108,102,103,-1,100,99,-13,-8,-6
Cc1nn(-c2ccccc2)c2c1C(c1ccc(F)cc1F)C(C#N)=C(N)O2 (stereo not given),-8,101,103,101,101,-3,96,99,-19,-14,-7
C=CCNC(=S)NNC(=O)c1ccco1,-5,104,97,100,98,-4,96,101,-7,-6,-2
CCOc1cc(N2CCOCC2)c(OCC)cc1NS(=O)(=O)c1ccc(Cl)s1,-1,95,98,103,104,0,100,104,0,0,0
CC(C)=CC(=O)Nc1ccccc1C(N)=O,-4,99,99,99,102,-1,96,99,0,-2,-2
CC(=O)Nc1ccc(/C=N/N2C(C)CCCC2C)cc1 (stereo not given),.,97,96,98,97,.,96,96,.,?,.
CCOC(=O)c1c(C)n(C)c2ccc(OCC(N)=O)cc12,-5,99,104,100,101,0,100,97,-10,-10,-3
Cc1ccccc1NNC(N)=S,0,106,96,97,94,1,94,97,-3,0,1
N/C(COc1ccccc1)=N\NS(=O)(=O)c1ccccc1,-5,95,100,99,99,-1,97,97,-7,-5,-7
CN(c1ccc(OCC(=O)N2CCC(C(N)=O)CC2)cc1)S(=O)(=O)c1cccs1,-13,104,103,102,105,-2,101,103,-14,-12,-11
O=C(NC1CCCC1)C(c1ccccn1)N(C(=O)c1csnn1)C1CCCCC1 (stereo not given),-1,100,103,99,101,-1,97,100,-1,-13,-1
CC1CCC(NC(=O)C(NC(=O)c2ccccc2)C(C)C)CC1 (stereo not given),-5,108,100,100,103,-3,95,101,-7,-2,-3
O=C1CCCN1S(=O)(=O)c1ccccc1,-1,98,98,97,95,-1,94,96,-2,0,0
Cc1ccc(O)c(CC(C)C)n1,-6,98,105,104,104,-4,101,104,-4,-12,-8
Cc1ccc(-n2cc(CNCCCN3CCCC3=O)c(-c3ccc(F)cc3)n2)cc1,0,98,99,97,97,-4,97,99,-3,-2,0
CCOC(=O)CSc1nc(CC)nc2ccccc12,-3,100,102,99,100,2,100,97,-1,4,-2
C/C(=N\NC(=O)CN(c1ccc(Oc2ccccc2)cc1)S(C)(=O)=O)C(C)(C)C,-2,94,91,93,90,1,90,92,-4,0,0
Cc1ccc(NC(=O)N2CCC(O)(c3ccc(Cl)cc3)CC2)cc1,0,100,99,101,100,1,97,98,0,1,0
Cc1cccc(N(CC(=O)O)CC(=O)O)c1,-2,95,98,97,98,-4,101,100,-5,-2,-1
CCOC(=O)c1[nH]c(C)c(/C(O)=C2\C(=O)C(=O)N(CCN3CCOCC3)C2c2ccco2)c1C (stereo not given),-4,103,100,99,95,0,98,98,-9,-6,-1
O=c1n(-c2ccc(Br)cc2)cnn1-c1ncccc1[N+](=O)[O-],-4,100,99,94,94,1,92,97,-6,-1,-1
CCOC(=O)c1cnc2c(Cl)c(Cl)ccc2c1N1CCN(C)CC1,-8,107,111,105,109,2,103,103,-11,-10,-2
CCc1ccc(CNc2ccc3c(c2)ncn3C)cc1,-4,103,104,103,104,-1,102,106,3,-1,0
CCOC(=O)C1CCCN(c2c(N3CCN(c4cccc(Cl)c4)CC3)c(=O)c2=O)C1 (stereo not given),-2,96,90,93,90,0,91,95,3,-5,-2
CCOC(=O)CC(=O)CSc1nc2ccc(OC)cc2cc1C,0,100,99,99,98,3,96,98,-5,-4,0
CC(C)OC(=O)c1ccc(NC(=O)C2C3CC4OC(=O)C2C4C3)cc1 (stereo not given),-7,101,103,98,99,0,98,101,-17,-8,-4
CCn1c(SCC(=O)Nc2nccs2)nnc1-c1ccccc1,-1,96,103,101,101,0,100,100,-3,0,-6
CC(C)CC(c1nnnn1C1CCCC1)N1CCC(C(N)=O)CC1 (stereo not given),-1,95,96,95,96,0,93,94,8,2,0
COC(=O)c1ccc2c(=O)n(CCCCCC(=O)N3CCN(c4ccc(F)cc4)CC3)c(=O)[nH]c2c1,3,98,99,99,98,8,96,97,0,0,7
O/N=C/c1ccc(OCC(O)COc2ccc(/C=N/O)cc2)cc1,1,102,104,103,102,7,103,104,-5,-1,-2

# Structural class, the compounds so far containing a thiophene ring, fused or not.
SMILES,Bim-Bcl-B,Rab7 wt modul,Rac1 wt modul,HRas wt GTP,Cdc42 wt GTP,Bcl-W Bim block,Rac1 act GTP bind,Rab2A wt mod,Bfl-1 Bim block,Bim-Bcl-2,Bcl-XL Bim block
Cc1ccc(-c2nnn(CC(=O)N(Cc3cccs3)C(C(=O)NC(C)(C)C)c3ccco3)n2)o1 (stereo not given),1,94,101,99,100,0,99,99,0,-3,-1
CCOc1cc(N2CCOCC2)c(OCC)cc1NS(=O)(=O)c1ccc(Cl)s1,-1,95,98,103,104,0,100,104,0,0,0
CN(c1ccc(OCC(=O)N2CCC(C(N)=O)CC2)cc1)S(=O)(=O)c1cccs1,-13,104,103,102,105,-2,101,103,-14,-12,-11

# Assay outcomes deposited in PubChem BioAssay by NMMLSC.
